Screening results deposited in PubChem by several laboratories.
XIAP antagonists: XIAP antagonists, biochemical, IAP family, fluorescence polarization (AID 1018); XIAP BIR domain, fluorescence polarization peptide displacement; higher % means a stronger effect; displacement, % at 20 µM; hits with a dose series show IC50 in µM; actives 0.007% (n = 200,000); in the data active = displacement above about 50%; also: a part of the inactive calls stands beside numbers as strong as those of hits
Insulin prom up: MIN6 insulin promoter up-regulation; MIN6 insulin promoter-GFP reporter, high-content imaging; active compounds read high; z-score at 5 µM; actives 0.3% (n = 190,000); AID 1625;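 active = z-score above 3 at 5 µM with at least 500 cells counted in the well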
Hep lipid drop: hepatic lipid droplet formation modulation | AML12 mouse hepatocytes, oleate lipid droplets, BODIPY imaging | inhibition, % at 6.5 µM | actives 0.4% (n = 240,000);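 active = lipid droplet intensity inhibited by at least 50%, with more than 500 cells counted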
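Test system: AML12 hepatocytes (mouse); reagent: oleate loading, 100 µM; dosing: one dose, 6.5 µM compound; incubation: overnight exposure; signal: fluorescence imaging, 20x objective, two fields per well; read-out basis: % inhibition of corrected integrated BODIPY droplet signal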
bCat nuc transl: beta-catenin nuclear translocation modulation. HeLa beta-catenin nuclear translocation, immunofluorescence imaging. nuclear translocation activity, % at 5 µM. actives 0.3% (n = 190,000). AID 1665;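 active = nuclear translocation activity above 50% at 5 µM, with a well cell count of 50 or more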;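 also: per-cell ratio of nuclear to cytoplasmic median beta-catenin stain intensity; plate controls were DMSO negative control for no effect and GSK-3 inhibitor IX positive control for full effect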
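Assay system: human HeLa cells, native beta-catenin; doses: 5 µM primary, 0.02–20 µM confirmation; incubation: compound treatment 24 h, 37°C, 5% CO2; technique: fluorescence imaging of beta-catenin antibody stain plus DAPI; measure: % activation, nuclear-to-cytoplasmic median beta-catenin signal ratio per cell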
MT stabilizer: microtubule stabilization, imaging screen. % tubulin-high responders, % at 10 µM. actives 0.83% (n = 200,000). AID 2205. HeLa tubulin immunostaining HCS, 24 h; share of cells brighter than vehicle mean+2SD;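 active = plate Z-score above 3 for both tubulin-high and condensed-nucleus cell shares, with cell loss under 80%, at 10 µM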;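 also: anti alpha tubulin signal scored within the nucleus-defined area of each cell; some results filed as inactive read as strong as hits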
Autophagy HCS: modulators of autophagy. MEF GFP-LC3 puncta imaging; test concentration mostly 10 µM. calls only at 10 µM (by protocol). actives 0.98% (n = 190,000);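 active = percentage of spot-positive cells more than 3 SD above its plate mean, without a fluorescence outlier flag or 80% toxicity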;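 also: spot-positive cell cutoff set from DMSO-treated cells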
Dynein transport: dynein cargo transport inhibition. actives 0.47% (n = 220,000). z-score, hits read low. 3617.4 mouse cells, GR-EGFP nuclear translocation imaging; test concentration mostly 20 µM; stimulated with dexamethasone, 1 µM; active compounds read low. AID 1381;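 active = plate z-score of nuclear minus cytoplasmic receptor signal below a set negative limit, without overly bright fluorescence or cell loss, cut at about -3.5 in these data, passing the limit was not always enough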;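 also: z-score of nuclear minus cytoplasmic ring GR-EGFP intensity difference per well; some compounds called inactive have numbers as strong as hits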
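Buffer or medium – tet-free medium with charcoal-stripped serum · Signal – automated 10x imaging of fixed Hoechst-stained cells · Also added – dexamethasone agonist, 1.0 µM final, for 30 min · Incubation – induction 48 h, compound 1 h, agonist 30 min · Read-out – GR-EGFP nuclear translocation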
ER stress rescue: rescue of cells from ER stress-induced death, primary screen, 384-well, CSM14.1, thapsigargin, ATP luminescence (AID 1222). CSM14.1 thapsigargin-induced death rescue, ATP luminescence; higher % means a stronger effect. cellular ATP content (survival), % at 20 µM, or EC50 in µM where a hit was titrated. 190,000 tested, under 10 active;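 active = EC50 below 50 µM in the dose-response confirmation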;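 also: death triggered by thapsigargin at about 15 µM added after 2 h compound pretreatment; cell ATP read after overnight thapsigargin exposure of roughly 18 to 22 hours; normalized against plate controls of thapsigargin alone and 5% DMSO vehicle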
WT yeast gro inh: growth inhibition of WT yeast, mitochondrial fusion screen. actives 2.1% (n = 190,000). inhibition, % at 10 µM. mitochondrial fusion phenotypic screen, WT strain; in the data active = inhibition above about 58%; tested in S. cerevisiae
WT yeast gro inh mutant strain: second read-out of WT yeast gro inh, no call of its own (marks repeat the call); inhibition, %; mitochondrial fusion phenotypic screen, mutant strain inhibition
Dynein transport cytoplasmic EGFP: recorded beside Dynein transport, whose call it bears; z-score; measured here: cytoplasmic GR-EGFP intensity; active compounds read high
Dynein transport nuclear GR-EGFP: also measured in Dynein transport; calls as there; z-score; measured here: nuclear GR-EGFP intensity;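 lower value marks the stronger effect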
Dynein transport cell count: second read-out of Dynein transport, no call of its own (marks repeat the call); z-score; measured here: cell count per field
Insulin prom up cell count: further read-out of Insulin prom up, marked with its call; cell count; measured here: cytotoxicity, nuclei count;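 total cells summed across four imaged fields per well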
Hep lipid drop cells 6.5 µM: also measured in Hep lipid drop; calls as there; cell count; measured here: cell count, cytotoxicity flag;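 cells counted across two imaged fields per well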
bCat nuc transl cell count 5 µM: also measured in bCat nuc transl; calls as there; cell count; measured here: cell count, cytotoxicity flag
MT stabilizer Hoechst-high %: further read-out of MT stabilizer, marked with its call; % Hoechst-high responders; measured here: nuclear condensation Hoechst responders;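 share of cells brighter than vehicle mean plus two SD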
MT stabilizer cytotoxicity %: second read-out of MT stabilizer, no call of its own (marks repeat the call); toxicity, %; measured here: cytotoxicity by cell density;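 0% = mean cell density of plate MIN control wells and 100% = no cells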
Autophagy HCS cell loss 18 h: further read-out of Autophagy HCS, marked with its call; toxicity, %; measured here: cell loss, nuclei count;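 cell loss after 18 h compound exposure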
Active calls of the source: *; i = inactive; · = not tested or not shown; + = active, no number.

compound,Dynein transport nuclear GR-EGFP,MT stabilizer,ER stress rescue,Autophagy HCS,bCat nuc transl cell count 5 µM,Dynein transport cell count,MT stabilizer Hoechst-high %,XIAP antagonists,Hep lipid drop,Insulin prom up,Insulin prom up cell count,Dynein transport cytoplasmic EGFP,MT stabilizer cytotoxicity %,WT yeast gro inh,bCat nuc transl,Dynein transport,Hep lipid drop cells 6.5 µM,Autophagy HCS cell loss 18 h,WT yeast gro inh mutant strain
Cc1nc2c(ncn2-c2ccccc2)c(=O)n1NC(=O)CN1CCOCC1,0.16,·,·,·,1315,-0.67,·,·,10,-0.17,1019,-0.22,·,·,-1.9,0.74,740,·,·
COc1ccc(N=N/C(=C\O)C(=O)c2ccco2)cc1,0.8,2.3,1.0%,i,1071,-0.53,1.9,-3.3%,24,0.69,1234,-0.098,1.7,3,-1.7,0.82,743,21,17
CCCCNC(=O)CSc1nc2ccccc2n1S(=O)(=O)c1ccc(Cl)cc1,0.73,5.0,4.5%,i,988,-0.47,3.0,-5.8%,-21,0.97,1616,0.76,7.1,-14,1.2,0.9,629,9,5
Cc1ccc(C2C(=O)N(C3CCC(C)CC3)CC(=O)N2C2CC2)cc1 (stereo not drawn),2.1,2.6,-0.9%,i,1298,-2.5,1.9,-2.0%,·,-0.24,1458,-0.01,4.1,-22,4.0,3.3,·,7,-4
O=C(CN1CCN(CC(=O)Nc2ccccc2F)CC1)Nc1ccc2c(c1)OCCO2,-0.36,2.4,-0.4%,i,1156,0.56,2.8,-3.9%,-22,-0.29,1364,-0.21,1.3,-14,1.6,-0.082,698,0,6
O=C1Nc2ccc(Br)cc2C1=Nc1ccc(-c2nnc3n2CCCCC3)cc1,0.28,0.8,-2.5%,i,1224,-0.016,1.1,-3.0%,-3,0.25,990,-0.0075,7.9,-3,-0.8,0.86,765,-3,-15
COc1cc(/C=C/C(=O)OCC(=O)NC(=O)NCc2ccccc2)ccc1OCC#N,-0.38,4.0,-1.1%,i,996,0.9,2.3,-0.3%,-26,-0.08,1592,-0.3,1.1,7,-2.0,-0.72,676,-22,3
CCOC(=O)Cc1nnc(Nc2ccc(C)cc2)c2ccccc12,-0.03,3.5,1.4%,i,1193,1.2,1.9,-5.4%,-3,0.06,1156,0.017,7.9,6,-1.4,-0.21,770,0,8
COc1cc(C(F)(F)F)c(C(=O)N(C)Cc2cccc(Cl)c2)cn1,0.057,·,·,·,1115,0.093,·,·,-4,-0.03,1395,-0.3,·,·,-2.9,0.24,758,·,·
O=C1c2ccccc2C(=O)N1CCCCN(C(=O)c1cc2ccccc2oc1=O)c1ccc(Cl)cc1,0.51,5.1,-3.5%,i,1149,-1.1,3.2,-4.5%,2,0.23,1426,-0.26,12,16,-3.2,1.1,672,5,-14
Cn1c(=O)c(=O)n(C)c2cc(S(=O)(=O)NCCN3CCN(c4ccccc4F)CC3)ccc21,0.47,·,·,·,1282,-0.0057,·,·,-1,-0.39,1044,-0.22,·,·,1.4,-0.11,726,·,·
COc1ccc(C(=O)Nc2cccc(C(C)=O)c2)cc1S(=O)(=O)N1CCOCC1,-0.062,2.7,1.6%,i,1000,0.2,2.3,3.1%,·,0.55,1181,-0.32,4.1,5,-0.8,-0.68,·,1,-7
O=C(O)CNC(=O)c1ccccc1F,-0.8,4.0,2.3%,i,·,1,3.4,-1.5%,·,·,·,-0.33,9.0,·,·,-1.1,·,9,·
Cc1cccc2cc(CN(Cc3nnnn3Cc3ccco3)C3CCCC3)c3nnnn3c12,0.058,3.9,-0.4%,i,1011,1.8,1.2,-2.4%,15,-0.93,1127,-0.12,4.0,21,0.1,-0.44,666,-3,3
O=c1c2ccccc2nc(-c2cccs2)n1-c1cccc2ccccc12,-0.56,5.1,0.4%,i,598,0.97,2.7,-2.5%,-22,-0.79,916,-0.33,4.0,28,-2.8,-0.47,701,2,5
COc1ccc(OCc2cccc(C(=O)NN)c2)cc1,0.15,4.0,-2.5%,i,520,-0.048,3.2,-2.5%,-4,0.04,1289,-0.24,7.2,-9,0.8,0.33,700,-1,-19
O=C(/C=C/Nc1ccc(F)cc1)c1ccco1,0.0023,3.4,-5.6%,i,·,0.71,1.1,1.4%,13,0.14,1314,-0.23,2.4,6,·,0.035,724,-11,-51
Cc1cc(Cl)ccc1OC(C)C(=O)Nc1ccccc1N1CCOCC1 (stereo not drawn),-0.25,1.9,-0.6%,+,1142,0.54,1.3,-15%,-24,-0.48,1932,-0.19,5.8,73*,-1.1,-0.99,638,2.3*,9.8*
COc1ccc(/C=C(\C#N)C(=O)OCC(=O)Nc2ccc(C(C)(C)C)cc2)cc1,1,2.7,-4.3%,i,955,-1.3,1.6,-7.4%,6,·,·,-0.24,0.9,23,-0.1,1.9,576,-1,6
CC(C)c1ccc(/C=C2\Oc3c(ccc(O)c3CN3CCN(C)CC3)C2=O)cc1,-0.33,1.8,-0.6%,i,1103,0.42,2.2,-3.3%,-15,·,·,-0.2,7.3,10,0.1,-0.55,700,-18,-5
COC(=O)c1ccc(Sc2ccc(Cl)cc2)c(N)c1,-0.11,3.9,-0.9%,i,975,1.1,1.4,-7.5%,·,0.02,1303,-0.22,9.3,48,-2.9,-0.45,·,4,40
Cc1cc2ncc(Cl)nc2cc1C,-0.59,2.2,-2.0%,i,·,0.71,3.2,-8.8%,-3,0.4,1145,-0.23,8.0,-14,·,-0.69,686,13,2
Fc1ccc(-n2c(Cc3ccccc3)nnc2SCc2nc(-c3ccc(Cl)cc3)no2)cc1,1.2,2.5,-0.9%,i,·,-1.6,1.3,-0.3%,-51,0.02,916,-0.16,7.5,42,·,1.6,776,30,19
CCOc1ccc(S(=O)(=O)N2CCc3ccccc3C2)cc1,-0.04,6.1,1.4%,i,847,0.17,2.7,-5.2%,·,0.04,1438,-0.23,6.4,-1,-4.6,0.67,·,5,-6
Cc1sc2ncn(CC(=O)N3CCCCC3)c(=O)c2c1C,0.2,2.3,0.3%,i,1191,-0.13,1.4,-4.9%,-3,0.58,1577,-0.21,1.3,-3,-4.8,0.26,704,12,-8

Retrieved by structure from above, three records:
compound,Dynein transport nuclear GR-EGFP,MT stabilizer,ER stress rescue,Autophagy HCS,bCat nuc transl cell count 5 µM,Dynein transport cell count,MT stabilizer Hoechst-high %,XIAP antagonists,Hep lipid drop,Insulin prom up,Insulin prom up cell count,Dynein transport cytoplasmic EGFP,MT stabilizer cytotoxicity %,WT yeast gro inh,bCat nuc transl,Dynein transport,Hep lipid drop cells 6.5 µM,Autophagy HCS cell loss 18 h,WT yeast gro inh mutant strain
CC(C)c1ccc(/C=C2\Oc3c(ccc(O)c3CN3CCN(C)CC3)C2=O)cc1,-0.33,1.8,-0.6%,i,1103,0.42,2.2,-3.3%,-15,·,·,-0.2,7.3,10,0.1,-0.55,700,-18,-5
Cc1cc2ncc(Cl)nc2cc1C,-0.59,2.2,-2.0%,i,·,0.71,3.2,-8.8%,-3,0.4,1145,-0.23,8.0,-14,·,-0.69,686,13,2
COc1ccc(OCc2cccc(C(=O)NN)c2)cc1,0.15,4.0,-2.5%,i,520,-0.048,3.2,-2.5%,-4,0.04,1289,-0.24,7.2,-9,0.8,0.33,700,-1,-19

2 of the compounds above, with two lines to a compound.
Order of results: Dynein transport nuclear GR-EGFP | MT stabilizer | ER stress rescue | Autophagy HCS | bCat nuc transl cell count 5 µM | Dynein transport cell count | MT stabilizer Hoechst-high % | XIAP antagonists | Hep lipid drop | Insulin prom up | Insulin prom up cell count | Dynein transport cytoplasmic EGFP | MT stabilizer cytotoxicity % | WT yeast gro inh | bCat nuc transl | Dynein transport | Hep lipid drop cells 6.5 µM | Autophagy HCS cell loss 18 h | WT yeast gro inh mutant strain
COc1ccc(OCc2cccc(C(=O)NN)c2)cc1
→ 0.15 | 4.0 | -2.5% | i | 520 | -0.048 | 3.2 | -2.5% | -4 | 0.04 | 1289 | -0.24 | 7.2 | -9 | 0.8 | 0.33 | 700 | -1 | -19
CCOc1ccc(S(=O)(=O)N2CCc3ccccc3C2)cc1
→ -0.04 | 6.1 | 1.4% | i | 847 | 0.17 | 2.7 | -5.2% | · | 0.04 | 1438 | -0.23 | 6.4 | -1 | -4.6 | 0.67 | · | 5 | -6
